Screening results: PubChem, National Center for Advancing Translational Sciences (NCATS)
RGS4 inh: inhibitors of human regulator of G protein signaling 4; P49798; Transcreener GDP fluorescence polarization, RGS4-accelerated GTP hydrolysis; Potency, µM (highest dose often 114 µM), inactives show top-dose activity change, negative = inhibition, most hits filed as inhibitors; 390,000 tested, 0.039% active; AID 504845; further: on the % scale 0 is the no-effect control and ±100 the full control effect; nearly all actives have a fitted effect of over 75% in size; some results filed as inactive show a strong effect at the top dose
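MLSMR compounds (23 nl, pin-transferred) preincubated 10 min at room temperature with a 500nM (2x) first reagent, then RGS4 at 900nM (2x) plus Transcreener GDP mix added; fluorescence polarization (620/688 nm) read before and after 90 min at 30 °C.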
GLS inhibitor: blocks human kidney-isoform glutaminase activity | GLS enzymatic activity, qHTS titration | O94925 | AID 624170 | 410,000 tested, 0.21% active | Potency, µM (titrated, usually from 45.5 µM), inactives show at the top dose activity change, negative = inhibition, most hits filed as inhibitors; further: on the % scale 0 is the no-effect control and ±100 the full control effect
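Glutamate formation by hKGA was monitored fluorometrically using coupled glutamate oxidase, HRP and Amplex Red. Substrate was added as 1 mM L-glutamine solution; incubation was 30 min at RT after an initial read.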
ERG Ets-DNA blk: inhibitors of human ERG Ets domain-DNA interaction; P11308; fluorescence polarization, His-ERG Ets domain / labelled DNA; Potency, µM (top dose mostly 76.9 µM), without a hit: top-dose FP activity, negative = inhibition, actives largely listed as inhibitors; 370,000 tested, 0.028% active; active means well fitted inhibition curve with a large enough effect in the polarisation, with a control signal flat; inconclusive means small, poorly fitted or top-dose-only effect, or effect the other way, or a change in a side signal; inactive means no such curve, though single readings can be large or run the other way; the % refers to the polarisation;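 further: polarization taken with two DNA probes labelled with fluorescein and Texas red; % of control where 0% means no effect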
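His-tagged ERG Ets domain (1 uM in the protein solution; 300mM KCl, 50mM Tris-HCl, 1mM EDTA, 1mM DTT, pH 7.5) received compound, then a probe mix of 5 nM fluorescein-DNA and 100nM Texas-615-DNA. Fluorescence polarization was read for both dyes.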
Tb PGK inh: T. brucei PGK inhibition; P07378; PGK/GAPDH coupled, Kinase-Glo luminescence, 60 min; Potency, µM (titrated, usually from 57.5 µM), for the others: at the highest dose activity change, negative = inhibition, actives largely listed as inhibitors; 380,000 tested, 0.043% active; further: on the % scale 0 is the no-effect control and ±100 the full control effect; nearly all actives have a fitted effect of over 60% in size
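Luminescent ATP detection (Kinase-Glo Plus) follows a 60-minute room-temperature incubation, with wells lacking PGK as controls. Buffer: 100 mM TEA (pH 7.6), 5 mM MgCl2, 0.01% Tween-20. Coupling enzyme GAPDH (100 nM final) supplies unstable 1,3-BPG in-well.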
rTrxR1 inhibitor: rat TrxR1 inhibition | O89049 | recombinant rTrxR1, NADPH fluorescence consumption, selenite substrate | Potency, µM (doses to about 114 µM), for inactives: at the top dose activity change, negative = inhibition, usual class: inhibitors | 390,000 tested, 1% active; further: on the % scale 0 is the no-effect control and ±100 the full control effect; nearly all actives have a fitted effect of over 65% in size
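Rat TrxR1 (90 nM in the dispensed reagent) was pre-reduced with 400 uM NADPH for 5 min at room temperature, then incubated with compound for 15 min. After 400 uM selenite was added, NADPH fluorescence (Ex 340/Em 450 nm) was followed for 8 min.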
Pin1 inhibitor: blocks the human prolyl isomerase Pin1; Potency, µM (top dose mostly 115 µM), inactives show top-dose activity, negative = inhibition, hits mostly inhibitors; AID 504891; 390,000 tested, 0.009% active; Q13526; Pin1 FP peptide displacement, HiFluor488, 10 min; active means well fitted inhibition curve with a large enough effect in the polarisation, with a control signal flat, not every such curve was filed as active; inconclusive means small, poorly fitted or top-dose-only effect, or effect the other way, or a change in a side signal; inactive means no such curve, though single readings can be large or run the other way; the % refers to the polarisation; further: on the % scale 0 is the no-effect control and ±100 the full control effect
Target sequence (Q13526 whole entry, looked up): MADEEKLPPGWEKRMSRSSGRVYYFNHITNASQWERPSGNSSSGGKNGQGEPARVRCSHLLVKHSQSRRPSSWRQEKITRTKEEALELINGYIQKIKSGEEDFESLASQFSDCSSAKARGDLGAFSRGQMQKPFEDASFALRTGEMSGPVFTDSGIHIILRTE
ALOX12 inh: inhibitors of human 12S-lipoxygenase ALOX12. P18054. purified 12hLO, xylenol orange hydroperoxide absorbance. Potency, µM (titrated, usually from 108 µM), inactives show at the top dose activity change, negative = inhibition, usual class: inhibitors. 580,000 tested, 1.1% active; further: on the % scale 0 is the no-effect control and ±100 the full control effect
Target sequence (P18054 whole entry, looked up): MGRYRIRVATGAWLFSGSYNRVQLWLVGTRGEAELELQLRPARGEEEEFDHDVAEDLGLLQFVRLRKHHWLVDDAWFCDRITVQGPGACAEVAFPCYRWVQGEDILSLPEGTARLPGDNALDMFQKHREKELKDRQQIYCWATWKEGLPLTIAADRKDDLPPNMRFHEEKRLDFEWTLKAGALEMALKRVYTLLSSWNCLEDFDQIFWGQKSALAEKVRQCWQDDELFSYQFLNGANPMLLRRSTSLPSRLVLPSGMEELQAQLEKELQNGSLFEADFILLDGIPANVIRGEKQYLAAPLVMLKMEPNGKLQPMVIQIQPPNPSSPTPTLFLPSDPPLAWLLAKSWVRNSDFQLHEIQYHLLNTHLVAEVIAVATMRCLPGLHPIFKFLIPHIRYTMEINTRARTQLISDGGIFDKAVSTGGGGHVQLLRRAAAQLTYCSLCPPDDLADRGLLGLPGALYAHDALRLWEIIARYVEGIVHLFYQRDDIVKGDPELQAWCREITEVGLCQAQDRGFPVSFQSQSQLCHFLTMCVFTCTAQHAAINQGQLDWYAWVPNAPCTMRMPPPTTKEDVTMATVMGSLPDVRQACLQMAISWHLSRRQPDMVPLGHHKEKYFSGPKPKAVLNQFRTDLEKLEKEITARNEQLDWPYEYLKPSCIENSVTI
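Purified human 12hLO at 150 nM in 25 mM Hepes, 0.01% Triton X-100, pH 7.0, preincubated 15 min at room temperature with compound. Reaction started with 40 uM arachidonic acid, 30 min at room temperature. Hydroperoxide measured by Fe-xylenol orange, 573/405 nm absorbance ratio.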
JMJD2A Tudor inh: inhibitors of human JMJD2A Tudor domain | O75164 | AlphaScreen JMJD2A-Tudor / H3K4me3 peptide binding | Potency, µM (top dose mostly 114 µM), for inactives: top-dose activity change, negative = inhibition, most hits filed as inhibitors | 390,000 tested, 4.4% active | AID 504339; further: on the % scale 0 is the no-effect control and ±100 the full control effect; nearly all actives have a fitted effect of over 50% in size
HP1b binding inh: HP1-beta chromodomain-methylated histone interaction inhibition; AlphaScreen HP1-beta / biotin-H3K9me3 peptide binding; Potency, µM (titrated, usually from 114 µM), without a hit: top-dose activity change, negative = inhibition, most hits filed as inhibitors; 390,000 tested, 0.56% active; AID 540317; further: nearly all actives have a fitted effect of over 70% in size; inactives centre near 23
Target sequence (P83916 whole entry, looked up): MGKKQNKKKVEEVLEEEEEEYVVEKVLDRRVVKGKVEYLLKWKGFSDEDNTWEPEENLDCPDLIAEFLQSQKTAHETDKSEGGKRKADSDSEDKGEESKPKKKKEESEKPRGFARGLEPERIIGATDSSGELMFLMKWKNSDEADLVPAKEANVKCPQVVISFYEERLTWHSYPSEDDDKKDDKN
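Compound inhibition of the preformed complex between 50 nM HP1-beta and 50 nM biotinylated H3K9me3 peptide was read by AlphaScreen. Buffer was PBS pH 7.4 with 0.01% Tween-20. Incubations ran 30 min at room temperature, with 10 ug/mL donor/acceptor beads.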
The depositor's hits bear a star; i = inactive; u = inconclusive; x = no result given; & = joins results of further samples; [ ] = dose if it differs, or a comment. Unless noted, the call rests on the fitted dose curve; in most records, active means well fitted curve in the direction sought with a large enough effect; inconclusive means small, poorly fitted or top-dose-only effect, or another doubt; inactive means no such curve, though single readings can be large; an effect the other way counts as inactive or inconclusive. Potency means the concentration at half of the fitted maximal effect. A portion of the library; the hit share may differ from the screen's.

SMILES	RGS4 inh	GLS inhibitor	ERG Ets-DNA blk	Tb PGK inh	rTrxR1 inhibitor	Pin1 inhibitor	ALOX12 inh	JMJD2A Tudor inh	HP1b binding inh
CCOC(=O)c1cc(-c2cccc([N+](=O)[O-])c2)nc2[nH]c(=O)[nH]c(=O)c12	14%	-5%	2%	i	6%	-7%	-22%	-14%	24%
COc1cc(OC)cc(C(=O)NCCCCCCNC(=O)c2cc(OC)cc(OC)c2)c1	-16%	8%	7%[15.4 µM]	7%	-13%	u	3%	-28%	18%
Cc1nc(Oc2ccc(S(=O)(=O)N3CCOCC3)cc2Cl)c2c3c(sc2n1)CCCC3	7%	1%	7%	-7%	10%	49%[activator]	-16%	-21%	23%
CC1CCCCN1C(=O)c1ccccc1OC1CCN(S(C)(=O)=O)CC1 (stereo unspecified)	-49%	-3%	-3%	i	22%[11.4 µM]	-7%	2%	-6%	41%[activator]
CN(CCN(C)C(C)(C)C)C(=O)C(c1ccccc1)c1ccccc1	-30%	-4%	-10%	i	17%[57.1 µM]	-6%	u	20µM*	u
CNC(=O)c1ccc(-c2ccccc2)s1	-11%	3%	-1%	-7%	2%[57.1 µM]	3%	-18%	-9%	16%
CCN(CC)CCNCc1cc(Cl)c(OCC(=O)Nc2ccccc2)c(OC)c1	-13%	2%	-9%	-3%	20%	9%	-14%	-2%	45%[activator]
Cc1ccc(C)c(N2CCN(C(=O)C3CCN(c4nnc(N5CCCC5=O)s4)CC3)CC2)c1	21%	18%	11%	-2%	11%	1%	0%	u	-7%
Nc1ccc2oc3ccc(N)cc3c(=O)c2c1	25%	19%	x	-5%	0%	6%	-3%	-13%	6%
O=c1oc(CCO)cc2ccc(Br)cc12	24%	6%	8%	7%	-1%	2%	-3%	-12%	40%[activator]
COc1cc(OC)cc(C(=O)N[C@H](C(=O)N2CCc3ccccc32)C(C)C)c1	7%	-1%	7%	i	6%	2%	2%	-27%	25%
CN(C(=O)c1ccc(NC(=O)Cc2ccccc2)cc1)c1ccccc1	-28%	-7%	-25%	i	-9%	2%	-21%	-9%	21%
O=C(CC1N=C2c3ccccc3N=C(SCc3ccc(Cl)cc3)N2C1=O)NCCc1ccccc1 (stereo unspecified)	-9%	6%	-1%	-11%	11%[57.1 µM]	u	2%	79µM*	31%
CSCC[C@H](NC(=O)c1cccnc1)c1nnc2ccccn12	10%[11.4 µM]	-1%	-4%	-5%	16%	-7%	0%	-13%	43%[activator]
Cc1ccc(C(=O)Nc2ccc(-c3nc4ccccc4s3)c(O)c2)c(C)c1	-7%	-3%	-4%	i	11%[57.1 µM]	2%	-10%	-2%	13%[57 µM]
CCN1CCN(Cc2ccc(NC(=O)c3cc(NC(=O)c4cncc(-c5ccc(C#N)cc5)c4)cc(OC)c3)cc2C(F)(F)F)CC1	u	6%&8%	7%	-1%&6%	2%	21%	-71%	u	-32%
CCC1(C)Cc2c(sc3nc(SCC(=O)O)[nH]c(=O)c23)CO1 (stereo unspecified)	13%	4%	x	x	15%[57.1 µM]	-12%	u	-25%	29%
O=C(/C=C/c1ccccc1)c1ccc2c3c(cccc13)CC2	7%	1%	3%	3%	-12%[57.1 µM]	-2%	5%	34%	41%[activator]
OCCN(CCO)Cc1ccc(Br)cc1	-20%	4%	x	0%	3%	1%	u	20µM*	-35%
CCn1c(=O)cc(OCC(=O)Nc2ccc3c(c2)OCCO3)c2ccccc21	-10%	-1%	12%	-9%	8%	2%	u	-1%	8%
O=C(Cc1ccc(Cl)cc1)c1c[nH]c(C(=O)NCc2cccnc2)c1	-13%	0%	9%	-10%	4%[57.1 µM]	1%	5%	-7%	43%[activator]
Cc1cccc(NC(=O)CNC(=O)Cn2cc(C(F)(F)F)cc(Cl)c2=O)c1C	-1%	-6%	2%	-7%	22%[57.1 µM]	-6%	u	-18%	46%[activator]
CCOc1ccc(-n2nc3c(SCCN4CCCC4)nnc(C)c3c2C)cc1	9%	6%	8%	8%	-6%[57.1 µM]	8%	6%	-13%	12%
COc1ccc(C(=O)Nc2nc(-c3ccc(Br)cc3)ns2)cc1	-16%	5%	-5%	-4%	16%	12%	0%	11%	54%[activator]
CCCCNC(=O)C12CCC(C)(C(=O)C1Br)C2(C)C (stereo unspecified)	u	8%	3%	-9%	19%	3%	-15%	-12%[57.1 µM]	6%
COc1ccc(NC(=O)Cn2cc(C(=O)c3ccc(C)c(C)c3)c(=O)c3cc(OC)ccc32)cc1	39%	1%	2%	4%	11%	4%	-21%	-10%	23%
Cc1cc(C(F)(F)F)nn1C(=O)c1cccnc1Cl	-33%	5%	-4%	0%	9%[57.1 µM]	-9%	-7%	-22%	16%
Cc1ccc(C(=O)N(C)CC(=O)Nc2ccc(F)c(F)c2F)o1	-4%	-3%	2%	i	9%	2%	0%	-12%	32%
C(=N\n1cnnc1)/c1ccccn1	-29%	9%	3%	-9%	11%	-5%	0%	-14%	27%
CCOc1ccccc1NC(=O)NNS(=O)(=O)c1cc(OC)ccc1OC	3%	-20%	2%	-1%	-3%	-1%	u	-12%	5%
O=C(CN1C(=O)C2CCCCN2C(=O)c2ccccc21)Nc1ccc(F)cc1 (stereo unspecified)	13%	0%	2%	4%	17%	3%	-7%	-11%	64%[activator]
COc1ccc(-n2c(C)csc2=S)cc1	-3%	-2%	-7%	i	-4%	0%	u	-13%	11%
CCCNC(=O)Nc1nnc(C2CC2)s1	20%	0%	1%	-8%	1%	-3%	2%	-15%	13%
COc1ccccc1CNC(=O)C(NC(=O)c1ccc(C)cc1)C(C)C (stereo unspecified)	1%	-4%	-6%	-1%	6%	3%	132%[activator]	-18%	13%
CCN(Cc1ccccc1)Cc1c(O)ccc2c(=O)c(-c3ccccc3OC)c(C(F)(F)F)oc12	17%	2%	-1%	x	-16%	30%	3%	-20%	27%
CCCc1c(C(=O)N/N=C/c2ccncc2)nnn1-c1nonc1N	12%	-6%	-1%	-6%	24%	-5%	4%	-9%	24%
O=C(COC(=O)CC1Sc2ccccc2NC1=O)NCc1ccccc1 (stereo unspecified)	-53%	3%	-1%	i	10%	-9%	u	-13%	25%
O=C(CN1C(=O)COc2ccc(S(=O)(=O)N3CCCC3)cc21)NCCc1ccc(Cl)cc1	-4%	7%	-2%	i	7%[57.1 µM]	-6%	-19%	-15%	43%[activator]
COc1ccccc1CNS(=O)(=O)c1cc(C(=O)NCC2CCCO2)c(Cl)cc1Cl (stereo unspecified)	9%	-25%	3%	-1%	24%	-5%	1%	-21%	-11%
COc1ccccc1N(Cc1ccccc1)S(=O)(=O)c1cccc(C(=O)Nc2ccc(C(C)=O)cc2)c1	-1%	4%	2%	-8%	6%[57.1 µM]	14%	-19%	-16%	1%
Cc1nn(CC(=O)NCc2cccc(F)c2)c(=O)c2cccn12	9%	-5%	1%	-4%	27%	1%	4%	56µM*	u
CSc1ccccc1NC(=O)c1csc(C)c1	-9%	4%	14%	-5%	30%	-3%	26%	1%	53%[activator]
O=C(O)/C(=C\c1ccco1)NC(=O)c1cccc2ccccc12	1%	-14%	12%	-2%	-27%[57.1 µM]	u	u	89µM*	-11%
C=CCSC1=NC(=O)/C(=C/c2cccs2)S1	-33%	9%	-2%	-1%	-11%	1%	u	-35%	-13%
CCOC(=O)CCc1c(C)c2ccc(OCc3ccc([N+](=O)[O-])cc3)cc2oc1=O	-11%	0%	7%	i	4%	4%	0%	8%	34%[activator]
CSc1ccc(CCNC(=O)CCc2c(C)nc3cc(-c4ccccc4)nn3c2C)cc1	0%	0%	5%	i	38%[activator]	-3%	-7%	u	12%
CCN1CCN(c2ncnc3c2sc(=S)n3-c2ccccc2)CC1	-4%	4%	6%	1%	-4%[57.1 µM]	-4%	234%[activator]	-20%	34%
O=C(CCC(=O)N1CCCC1)N1CCCC1	14%	0%	-2%	1%	18%	4%	-12%	5%	39%[activator]
COc1ccc(N2CCN(C(=O)C3CCN(c4nc5ccc(C)cc5[nH]4)CC3)CC2)cc1	-7%	8%	-4%	3%	11%[57.1 µM]	2%	u	-26%	9%[57 µM]
CS(=O)(=O)NNC(=O)c1sccc1OCc1ncc(C(F)(F)F)cc1Cl	31%	0%	5%	25%	13%[57.1 µM]	1%	i	-7%	11%
COCc1nc2oc3ccccc3c(=O)c2cc1C(=O)OC	-5%	3%	-9%	-9%	10%	6%	x	-16%	19%
COc1cc(-n2cnnn2)ccc1S(=O)(=O)N1CCOCC1	-12%	x	0%	-1%	24%	-6%	-1%	-3%	15%
CCOC(=O)c1cccc(NC(=O)CC(c2cc(OC)c(OC)c(OC)c2)N2Cc3ccccc3C2=O)c1 (stereo unspecified)	-5%	-7%	2%	-4%	17%	9%	u	-31%	-1%
Cc1cc(C)nc(NS(=O)(=O)c2ccc(NC(=O)C3(c4ccccc4)CCCC3)cc2)n1	9%	13%	-4%	-2%	8%	-1%	-6%	-20%	10%
COCCN(C(=O)COC(=O)c1c(-c2ccccc2)noc1C)c1c(N)n(Cc2ccccc2)c(=O)[nH]c1=O	-6%	-4%	2%	-3%	12%	1%	14%	-11%	22%
